# Assay outcomes as filed in PubChem.
# T cell HTS: modulates CD8 T cell binding to vesicles | AID 2052 | 330,000 tested, 0.068% active | calls only at 7 µM | 2C CD8+ T cell-vesicle binding, flow cytometry; active compounds read low;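 active = response, share of CD8 T cells binding vesicles, and their 90th percentile fluorescence all below set limits, cut at about 80% in these data, passing the limit was not always enough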
#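 Test system: purified 2C TCR transgenic mouse naive CD8+ T cells. Probe or stimulus: QL9-peptide-loaded Drosophila micro-vesicles bearing Ld, ICAM-1 and B7-1. Incubation: binding step 1.5 h, 37 °C, antibody labelling 20 min, ice. Measured by: flow cytometry of vesicle-bound cells.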
# b-catenin transl: beta-catenin nuclear translocation modulation. nuclear translocation activity, % at 5 µM. HeLa beta-catenin nuclear translocation, immunofluorescence imaging. 190,000 tested, 0.3% active;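 active = nuclear translocation activity above 50% at 5 µM, with a well cell count of 50 or more; inconclusive = wells under 50 cells across six images, flagged as toxic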;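 also: per-cell ratio of nuclear to cytoplasmic median beta-catenin stain intensity; plate controls were DMSO negative control for no effect and GSK-3 inhibitor IX positive control for full effect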
#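 assay system = human HeLa cells, endogenous beta-catenin | times = compound treatment 24 h, 37°C, 5% CO2 | detection = Anti-beta-catenin immunofluorescence on PFA-fixed, Triton-permeabilized cells, DAPI nuclei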
# West Nile antiviral: inhibition of WNV-induced cytopathic effect – cell-based, CPE readout (AID 1621); West Nile virus-infected cells, CPE inhibition; higher % means a stronger effect; CPE inhibition, % at 10 µM, or IC50 in µM where a hit was titrated; 290,000 tested, 0.02% active; in the data active = a potency from the dose series; inconclusive = CPE inhibition mostly from about 3.7% at the one dose, without a potency; inactive = the rest, 99 in 100 with CPE inhibition below about 2.2%; also: strong numbers were not always called active
# Insulin prom up: MIN6 insulin promoter up-regulation; MIN6 insulin promoter-GFP reporter, high-content imaging; active compounds read high; z-score at 5 µM; 190,000 tested, 0.3% active;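 active = z-score above 3 at 5 µM with at least 500 cells counted in the well; inconclusive = wells under 500 cells, flagged as cytotoxic or low count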
# Autophagy HCS: autophagy modulation, high-content screen; MEF GFP-LC3 puncta imaging; test concentration mostly 10 µM; 190,000 tested, 0.98% active; AID 463193; calls only at 10 µM (by protocol);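 active = percentage of spot-positive cells more than 3 SD above its plate mean, without a fluorescence outlier flag or 80% toxicity; inconclusive = no clear call, values can overlap the other calls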;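 also: spot-positive cell cutoff set from DMSO-treated cells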
# Lipid droplet: modulators of hepatic lipid droplet formation. AID 1656. inhibition, % at 6.5 µM. AML12 mouse hepatocytes, oleate lipid droplets, BODIPY imaging. 240,000 tested, 0.4% active;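 active = lipid droplet intensity inhibited by at least 50%, with more than 500 cells counted; inconclusive = wells with under 300 cells, treated as cytotoxic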
#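 Test system: AML12 hepatocytes (mouse); reagent: oleate loading, 100 µM; dosing: one dose, 6.5 µM compound; incubation: overnight exposure; signal: fluorescence imaging, 20x objective, two fields per well; read-out basis: % inhibition of corrected integrated BODIPY droplet signal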
# MT stabilize HCS: microtubule stabilization, imaging screen; HeLa tubulin immunostaining HCS, 24 h; share of cells brighter than vehicle mean+2SD; % tubulin-high responders, % at 10 µM; 200,000 tested, 0.83% active;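 active = plate Z-score above 3 for both tubulin-high and condensed-nucleus cell shares, with cell loss under 80%, at 10 µM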;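 also: anti alpha tubulin signal scored within the nucleus-defined area of each cell; some results filed as inactive read as strong as hits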
# WT yeast gro inh: growth inhibition of WT yeast, mitochondrial fusion screen; 190,000 tested, 2.1% active; inhibition, % at 10 µM; AID 1362; mitochondrial fusion phenotypic screen, WT strain; in the data active = inhibition above about 58%; tested in S. cerevisiae
# Myeloid diff 2: promotes myeloid progenitor differentiation; ER-HoxA9 myeloid progenitors, lysozyme-GFP differentiation, flow cytometry; 360,000 tested, 1% active; calls only at 10 µM;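 active = normalized GFP-positive differentiation at or above the plate's own cutoff, the solvent-only control mean plus 3 SD; inconclusive = no clear call, values can overlap the other calls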;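 also: cells exposed to compound for four days before flow analysis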
# WT yeast gro inh mutant strain: also measured in WT yeast gro inh; calls as there; inhibition, %; mitochondrial fusion phenotypic screen, mutant strain inhibition
# Insulin prom up cell count: further read-out of Insulin prom up, marked with its call; cell count; measured here: cytotoxicity, nuclei count;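 total cells summed across four imaged fields per well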
# Lipid droplet cells 6.5 µM: also measured in Lipid droplet; calls as there; cell count; measured here: cell count, cytotoxicity flag;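 cells counted across two imaged fields per well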
# b-catenin transl cell count 5 µM: also measured in b-catenin transl; calls as there; cell count; measured here: cell count, cytotoxicity flag
# T cell HTS vesicle-bound %: also measured in T cell HTS; calls as there; double positive events, %; measured here: CD8+ vesicle-bound cell fraction;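 binding gate set so that unloaded-vesicle control wells show 10% double positive cells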
# MT stabilize HCS Hoechst-high %: second read-out of MT stabilize HCS, no call of its own (marks repeat the call); % Hoechst-high responders; measured here: nuclear condensation Hoechst responders;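 share of cells brighter than vehicle mean plus two SD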
# MT stabilize HCS cytotoxicity %: second read-out of MT stabilize HCS, no call of its own (marks repeat the call); toxicity, %; measured here: cytotoxicity by cell density;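 0% = mean cell density of plate MIN control wells and 100% = no cells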
# Autophagy HCS cell loss 18 h: also measured in Autophagy HCS; calls as there; toxicity, %; measured here: cell loss, nuclei count;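 cell loss after 18 h compound exposure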
# Myeloid diff 2 GFP+ MAC1+ %: further read-out of Myeloid diff 2, marked with its call; GFP+ MAC1+ double positive, %; measured here: differentiation confirmed by MAC1 staining
# Numbers without * were called inactive; i = inactive; ? = inconclusive; · = no result given.
# Every second line gives: T cell HTS	T cell HTS vesicle-bound %	b-catenin transl	b-catenin transl cell count 5 µM	West Nile antiviral	Insulin prom up	Insulin prom up cell count	Autophagy HCS	Autophagy HCS cell loss 18 h	Lipid droplet	Lipid droplet cells 6.5 µM	MT stabilize HCS	MT stabilize HCS Hoechst-high %	MT stabilize HCS cytotoxicity %	WT yeast gro inh	WT yeast gro inh mutant strain	Myeloid diff 2	Myeloid diff 2 GFP+ MAC1+ %
1. Cc1cc(C(=O)CSc2ncccn2)c(C)n1-c1cccc(F)c1
  i	10.6	-1.8	1053	-2.0%	0.09	1223	i	8.1	-19.8	686	3.1	1.8	0.4	-9.1	-2.5	i	0.3
2. CCCCCNC(=O)Cc1cc(=O)[nH]c(=O)[nH]1
  i	21.7	-3.6	1155	0.0%	-1.02	1778	i	8.1	-5.3	564	3.2	2.7	2.6	2.4	0.4	i	1.9
3. O=C(CSc1nnc(Cc2ccccc2)o1)NC1CC2CCC1C2 (stereo unspecified)
  i	20.4	·	·	0.1%	·	·	i	-1.1	-19.0	672	5.9	2.5	4.4	-8.8	-1.2	i	0.9
4. O=C(NCCc1ccccc1)C(=O)NCC1OCCN1S(=O)(=O)c1cccs1 (stereo unspecified)
  i	14.8	·	·	-1.0%	·	·	·	·	-3.5	717	·	·	·	·	·	i	4.6
5. N=c1c2c(-c3ccccc3)c(-c3ccccc3)n(Cc3ccco3)c2ncn1CCCO
  i	51.4	-1.9	951	-0.8%	-0.91	1250	·	·	0.2	727	·	·	·	·	·	i	0.1
6. COc1ccc(Br)cc1[C@H]1[C@H]2C=CC[C@@H](C)[C@@H]2C(=O)N1Cc1ccccc1
  ·	·	-0.2	1357	1.6%	-0.05	616	·	·	-30.5	641	·	·	·	·	·	i	1.0
7. COc1ccccc1NS(=O)(=O)NC(=O)c1c(C)[nH]c2ccccc12
  i	24.2	·	·	-0.5%	·	·	·	·	4.7	700	·	·	·	·	·	i	0.0
8. COC(=O)c1c(C)noc1-c1ccc(Cl)cc1
  i	32.2	-0.9	1289	0.3%	0.11	1060	·	·	-9.1	686	·	·	·	·	·	i	0.3
9. Cc1ccc(NS(=O)(=O)c2ccc(Cl)c(C(=O)O)c2)cc1S(=O)(=O)N1CCOCC1
  i	37.2	0.0	1100	0.0%	0.13	1615	i	23.5	16.5	729	3.1	2.2	8.9	-8.5	11.8	i	0.3
10. CCC(=O)c1ccc(OCC(=O)Nc2ccc(N3CCOCC3)cc2N2CCOCC2)cc1
  i	4.9	·	·	-0.1%	·	·	·	·	-0.1	831	·	·	·	·	·	i	0.5
11. CCn1c2ccccc2c2cc(/C=N/O)ccc21
  i	37.2	-1.0	920	-0.5%	0.04	1525	i	4.9	1.8	671	5.4	2.6	5.1	14.4	21.9	i	0.5
12. Cc1c(N)cccc1-n1cnnn1
  i	54.9	-1.5	1023	0.3%	-0.45	1274	i	14.4	-6.6	677	3.1	1.5	4.7	-5.6	-1.5	i	1.0
13. Cc1ccc(NC(=O)CS(=O)CC(=O)N(c2ccccc2)C(C)C(=O)NC2CCCC2)cc1 (stereo unspecified)
  i	5.9	-9.9	990	-0.7%	-0.64	1393	i	10.8	·	·	2.2	2.4	8.7	6.7	14.7	i	1.8
14. O=[N+]([O-])c1ccc(N/N=C/c2ccccc2)c(F)c1
  i	8.9	0.3	946	-0.8%	·	·	i	11.8	-9.4	568	6.5	2.3	10.1	9.4	0.2	i	0.2
15. NC(=O)c1ccc(NC(=O)C2CCCC2)cc1
  i	63.0	·	·	-0.3%	·	·	·	·	18.0	795	·	·	·	·	·	i	0.4
16. CCc1ccc(OCC(=O)Nc2ccc3[nH]ncc3c2)cc1
  i	61.6	·	·	0.1%	·	·	·	·	12.7	831	·	·	·	·	·	i	0.9
17. CCOn1c(=O)c(-c2ccc(Br)cc2)[n+]([O-])c2ccccc21
  i	55.8	·	·	-0.3%	·	·	·	·	4.5	839	·	·	·	·	·	i	0.6
18. Cc1ccc(NCCc2ccc(C)nc2)cc1
  i	36.8	-1.3	1144	0.3%	-0.85	705	i	28.8	-2.6	755	2.2	2.6	3.5	7.5	13.6	i	0.5
19. CCC(C)c1ccccc1NC(=O)CN(C)CC(=O)Nc1ccccc1SC (stereo unspecified)
  i	50.3	·	·	-1.0%	·	·	·	·	-39.2	737	·	·	·	·	·	i	0.9
20. O=C(C1=C[C@H](c2ccc3c(c2)OCO3)C[C@H](OCc2ccc(CO)cc2)O1)N1CCCCCCC1
  i	54.2	-0.8	1131	·	-0.46	1425	i	-5.6	-1.7	629	3.6	1.9	6.2	15.6	16.9	i	1.9
21. Cc1ccccc1C(=O)c1cccn1CC(=O)NCCCc1ccccc1
  i	54.2	·	·	-0.8%	·	·	·	·	-1.3	780	·	·	·	·	·	i	2.0
22. O=C(CSc1nnc(-c2ccc(Cl)cc2)n1-c1ccc(Cl)cc1)N/N=C/c1ccccc1C(=O)O
  i	34.7	-1.4	1296	0.0%	·	·	·	·	30.2	794	·	·	·	·	·	·	·
23. O=C(NCc1cccnc1)C(=O)NCC1CCCO1 (stereo unspecified)
  i	31.1	-1.7	1062	0.6%	-0.52	1450	i	9.8	3.0	748	2.8	1.6	5.8	-6.4	-0.4	i	0.1
24. COc1cccc(-c2cc(C(F)(F)F)nc(N3CCCCC3)n2)c1
  i	48.2	-2.7	1369	-0.1%	-0.28	1579	i	-2.9	·	·	3.5	2.5	13.5	30.2	-9.5	i	0.4
25. CC(=O)[C@@]12O[C@@H]1C[C@H]1[C@@H]3CC[C@H]4C[C@@H](O)CC[C@]4(C)[C@H]3CC[C@@]12C
  i	16.7	·	·	0.2%	·	·	·	·	6.5	428	·	·	·	·	·	i	0.3
26. C[C@H](NC(=O)c1ccco1)C(=O)Nc1ccc(S(=O)(=O)N2CCCC2)cc1
  i	35.3	·	·	-0.4%	-0.43	910	i	-0.1	15.0	793	3.0	2.5	7.5	2.3	1.9	i	2.9
27. O=c1nc2ccccc2c2n1CC(CN1CCN(C(c3ccccc3)c3ccccc3)CC1)N2 (stereo unspecified)
  i	53.8	-0.6	1540	-1.2%	-2.77	1175	i	19.3	-0.2	725	3.2	1.7	9.7	35.6	29.6	i	0.1
28. O=C(CCc1ccccc1)Nc1ccccc1C(=O)NCc1ccco1
  i	20.1	0.2	1130	-0.3%	·	·	i	0.4	-8.5	722	1.8	1.5	1.6	-20.4	-15.7	i	0.3
29. Cc1ccc(N(CC(O)CN2CCOCC2)S(=O)(=O)c2ccc([N+](=O)[O-])cc2)cc1 (stereo unspecified)
  i	14.9	·	·	-0.8%	·	·	·	·	6.8	776	·	·	·	·	·	i	0.6
30. COc1ccc(NC(=O)CN(C)C(=O)c2cc3c(s2)CCC(C)C3)cc1 (stereo unspecified)
  i	11.5	·	·	-1.2%	·	·	·	·	-4.0	626	·	·	·	·	·	i	1.8
31. COc1ccc(NC(=O)NNC(=O)c2ccc3ccccc3c2O)cc1OC
  i	63.9	·	·	-0.1%	·	·	·	·	-1.1	638	·	·	·	·	·	i	0.7
32. Cc1ccc(S(=O)(=O)N2CCCC2C(=O)NC2CCCCC2)cc1 (stereo unspecified)
  i	20.1	-1.1	1167	-0.4%	·	·	i	-6.4	·	·	1.9	0.9	3.2	16.3	-7.7	i	1.0
33. O=C(OCc1nc(-c2ccccc2)oc1COC(=O)c1ccco1)c1ccco1
  i	39.1	-5.8	942	0.0%	0.03	1581	i	-2.0	·	·	2.5	1.7	7.1	21.5	-0.7	i	4.7
34. CC(C1CC1)N(Cc1ccccc1)C(=O)NC(=O)c1ccc(F)cc1 (stereo unspecified)
  i	28.7	-2.4	1090	-0.2%	-0.56	1197	i	5.5	1.2	719	9.2	1.9	1.7	-2.7	-2.2	i	0.8
35. COCCCNC(=O)c1ccccc1C(F)(F)F
  i	34.6	0.1	1338	1.2%	·	·	·	·	0.9	610	·	·	·	·	·	i	0.4
36. COc1ccccc1N1CCN(C(=O)c2ccc3nc(-c4ccco4)c(-c4ccco4)nc3c2)CC1
  i	15.3	-1.4	1215	-0.1%	-2.34	628	i	4.4	-0.8	714	2.0	2.7	18.5	6.6	-28.3	i	0.9
37. O=c1c([N+](=O)[O-])c(NCCN2CCCCCC2)c2ccccc2n1-c1ccccc1
  i	21.3	-0.8	937	-1.2%	0.52	1433	i	13.1	-5.2	564	3.1	2.5	1.0	5.3	-39.5	i	0.3
38. N#Cc1ccc(C(=O)Nc2ccc([N+](=O)[O-])cc2)c(F)c1
  i	29.7	0.2	1006	0.2%	0.04	1401	i	2.0	3.4	738	3.0	3.3	1.5	-14.6	-17.1	i	0.8
39. O=C(CSc1nnc(-c2cccs2)o1)OCc1ccccc1
  i	29.2	-5.4	755	-0.2%	1.65	1080	·	·	·	·	·	·	·	-9.7	-4.5	·	·
40. CCOC(=O)Nc1nc(-c2ccccc2)c(C(=O)c2ccc(Cl)cc2)s1
  i	23.0	182.3*	497*	0.5%	-0.31	594	i	67.9	?	·	9.4	45.7	37.5	58.9*	27.9*	?	·
41. CCc1cc2c(-c3ccccc3)cc(=O)oc2cc1OC(C)C(C)=O (stereo unspecified)
  i	60.3	·	·	-0.4%	·	·	·	·	3.8	894	·	·	·	·	·	i	0.7
42. Fc1ccccc1Cc1nnc2n1N=C(c1ccc(Cl)cc1)CS2
  i	4.4	·	·	-0.1%	-1.05	953	i	46.6	21.5	848	3.1	2.0	4.3	-3.9	-3.2	i	1.2
